Cav3 T inh: inhibitors of human Cav3.2 T-type calcium channel. B-score at 10 µM. AID 449739. hit rate 4% among 100,000. Cav3.2-expressing cells, Fluo-4 calcium fluorescence FDSS; stronger effect = lower value. O95180;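 active = single-dose well whose peak fluorescence ratio is a statistical outlier from its plate by either plate-standardised score or position-corrected B-score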
Target sequence (O95180 whole entry, looked up): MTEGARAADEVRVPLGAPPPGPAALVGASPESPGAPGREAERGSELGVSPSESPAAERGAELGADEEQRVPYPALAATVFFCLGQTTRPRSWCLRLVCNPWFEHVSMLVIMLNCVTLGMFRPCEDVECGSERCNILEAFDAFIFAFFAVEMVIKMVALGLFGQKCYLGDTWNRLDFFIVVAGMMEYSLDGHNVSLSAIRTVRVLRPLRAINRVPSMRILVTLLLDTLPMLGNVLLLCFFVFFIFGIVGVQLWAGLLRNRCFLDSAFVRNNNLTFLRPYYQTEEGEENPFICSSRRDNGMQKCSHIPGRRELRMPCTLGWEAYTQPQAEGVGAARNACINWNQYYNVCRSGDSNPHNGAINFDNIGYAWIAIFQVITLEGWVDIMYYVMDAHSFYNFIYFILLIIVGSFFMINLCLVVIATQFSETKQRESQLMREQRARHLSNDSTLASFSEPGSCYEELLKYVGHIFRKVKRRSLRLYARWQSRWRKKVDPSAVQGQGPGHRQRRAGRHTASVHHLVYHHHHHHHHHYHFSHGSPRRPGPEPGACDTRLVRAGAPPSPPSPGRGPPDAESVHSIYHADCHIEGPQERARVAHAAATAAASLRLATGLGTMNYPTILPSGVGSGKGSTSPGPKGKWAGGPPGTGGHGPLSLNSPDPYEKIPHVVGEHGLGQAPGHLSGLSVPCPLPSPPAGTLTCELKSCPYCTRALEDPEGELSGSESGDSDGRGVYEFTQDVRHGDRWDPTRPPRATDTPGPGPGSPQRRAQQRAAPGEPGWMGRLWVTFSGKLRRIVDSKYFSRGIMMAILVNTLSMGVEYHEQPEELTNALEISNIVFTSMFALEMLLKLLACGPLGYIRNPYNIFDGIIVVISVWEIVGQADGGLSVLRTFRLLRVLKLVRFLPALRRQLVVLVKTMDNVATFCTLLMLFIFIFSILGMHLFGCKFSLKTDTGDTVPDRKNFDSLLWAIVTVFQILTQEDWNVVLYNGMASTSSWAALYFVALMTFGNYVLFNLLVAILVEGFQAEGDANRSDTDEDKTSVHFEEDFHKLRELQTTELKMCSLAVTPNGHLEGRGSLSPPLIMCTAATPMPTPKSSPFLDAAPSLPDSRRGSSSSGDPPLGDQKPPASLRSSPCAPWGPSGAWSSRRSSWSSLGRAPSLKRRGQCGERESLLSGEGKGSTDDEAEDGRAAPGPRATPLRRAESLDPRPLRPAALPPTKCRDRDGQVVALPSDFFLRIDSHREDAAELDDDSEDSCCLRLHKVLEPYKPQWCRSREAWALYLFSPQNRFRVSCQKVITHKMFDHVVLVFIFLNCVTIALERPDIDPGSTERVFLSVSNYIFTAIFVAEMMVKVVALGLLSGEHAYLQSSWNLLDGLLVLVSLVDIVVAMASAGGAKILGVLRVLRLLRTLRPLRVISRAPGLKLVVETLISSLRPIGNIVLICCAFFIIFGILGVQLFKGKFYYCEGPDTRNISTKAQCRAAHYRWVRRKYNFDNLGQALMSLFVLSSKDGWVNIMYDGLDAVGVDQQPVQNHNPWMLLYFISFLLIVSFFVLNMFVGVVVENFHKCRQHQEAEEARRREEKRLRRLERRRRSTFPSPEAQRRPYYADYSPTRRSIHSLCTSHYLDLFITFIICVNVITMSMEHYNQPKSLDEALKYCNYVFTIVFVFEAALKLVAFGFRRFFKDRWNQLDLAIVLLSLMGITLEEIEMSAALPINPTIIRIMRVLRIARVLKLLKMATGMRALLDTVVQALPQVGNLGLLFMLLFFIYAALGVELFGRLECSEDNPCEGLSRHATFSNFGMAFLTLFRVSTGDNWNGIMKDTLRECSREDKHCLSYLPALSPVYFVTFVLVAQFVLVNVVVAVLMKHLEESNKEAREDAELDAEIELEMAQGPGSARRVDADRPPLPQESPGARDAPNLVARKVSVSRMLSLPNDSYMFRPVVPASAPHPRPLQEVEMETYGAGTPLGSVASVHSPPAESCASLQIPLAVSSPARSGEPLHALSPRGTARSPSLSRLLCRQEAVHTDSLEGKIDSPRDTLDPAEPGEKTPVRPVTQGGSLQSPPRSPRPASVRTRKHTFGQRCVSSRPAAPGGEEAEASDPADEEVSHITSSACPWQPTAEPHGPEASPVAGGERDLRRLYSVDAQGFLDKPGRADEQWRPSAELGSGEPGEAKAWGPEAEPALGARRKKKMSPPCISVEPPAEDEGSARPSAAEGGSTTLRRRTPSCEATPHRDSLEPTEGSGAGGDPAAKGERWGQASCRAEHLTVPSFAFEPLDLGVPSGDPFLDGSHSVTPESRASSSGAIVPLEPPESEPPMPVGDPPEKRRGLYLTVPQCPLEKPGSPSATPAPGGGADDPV
Numbers without * were called inactive. Some of the compounds tested; count on the stated rates, not on these rows.

Structure	Cav3 T inh
CN1CC(=O)N(CC(=O)NCc2ccc(F)cc2)c2ccccc2C1=O	0.306
CCN(CCNC(=O)C1CC(=O)N(CCc2ccccc2)C1)c1ccccc1 (configuration not stated)	-0.358
O=C(COC(=O)c1ccc(Oc2ccccc2)cc1)Nc1nnc(-c2ccccc2)o1	-1.95
COc1cccc(NC(=O)c2ccco2)c1	0.329
O=C1OCCC1Sc1nnc(-c2cccs2)n1Cc1ccccc1 (configuration not stated)	0.946
CCC(C)(C)c1nnc(NC(=O)c2ccc([N+](=O)[O-])cc2)s1	-0.0477
CCOC(=O)c1c(C)[nH]c(C(=O)COC(=O)CNC(=O)C2CCCCC2)c1C	0.0928
CCc1cccc(C)c1NC(=O)CSc1ncn[nH]1	0.303
O=C(Nc1cc2c3c(c1)C1CCCC1CN3CC1CCCC21)c1ccccc1 (configuration not stated)	-3.8
CCC(C)(C(=O)NC1CCCCC1)N(C(=O)C1CCC(=O)N1)c1ccc(C)cc1 (configuration not stated)	0.0522
CC1CCCCN1CCNC(=O)c1cc2c(-c3ccccc3F)nn(C)c2s1 (configuration not stated)	1.2
CCCCCOC(=O)C(C)c1c(C)[nH]c(=S)[nH]c1=O (configuration not stated)	-0.153
COC(=O)C1=C(C)NC2=C(C(=O)CC(C)(C)C2)C1c1ccsc1 (configuration not stated)	1.76
O=C(NC1CCCC1)C1=COCCO1	0.0337
CCOc1ccc2noc3c2c1C(=O)c1ccccc1-3	-5.71*
CCOP(=O)(OCC)C(NCc1ccccc1)c1ccc(Br)cc1 (configuration not stated)	-3.34
CCOCC(=O)Nc1nc2c(s1)C(=O)CC(C)(C)C2	-1.03
CC1(C)CC(=O)C(C=NCCN2CCN(C(=S)Nc3cccc(Cl)c3)CC2)=C(O)C1	-0.563
COc1ccccc1OCC(=O)Nc1ccc(O)cc1C(=O)O	1.7
CC12CC3(C)CC(C)(C1)CC(C(=O)Nc1nn[nH]n1)(C2)C3	1.49
CCCn1c(SCC(=O)NC2CCCC(C)C2C)n[nH]c1=O (configuration not stated)	-0.00715
Cc1cc(S(=O)(=O)N2CCCC2)ccc1OCC(=O)N1CCOCC1	0.0734
CC(C)n1c(SCc2ccc(Cl)cc2)nc2c1c(=O)[nH]c(=O)n2C	-0.158
O=C(O)c1ccoc1CN1CCCCC1	0.17
CCOC(=O)/C(C#N)=C1/C=Nc2ccccc2N1	0.449
COC(=O)COc1ccc2c(-c3ccc(OC)cc3)cc(=O)oc2c1	0.131
COc1ccc(C(c2nnnn2CS(=O)(=O)c2ccc(C)cc2)N2CCN(Cc3ccccc3)CC2)cc1 (configuration not stated)	-0.551
O=[N+]([O-])c1cc2c(cc1/C=N/Nc1nc(Nc3ccccc3)nc(N3CCCCC3)n1)OCO2	-1.72
COc1ccc(NC(=O)c2nc[nH]c2C(=O)N(C)Cc2ccccc2)cc1	-2.39
Cc1c(O)c(CN2CCCCC2)cc2c3c(c(=O)oc12)CCC3	0.475
O=C(OCc1nc2ccccc2c(=O)[nH]1)c1cccs1	0.0318
N[C@@H](Cc1ccccc1)c1nnc(SCc2ccccc2Cl)o1	-1.54
O=C(Cc1cccs1)N(Cc1ccco1)C1(C(=O)NC2CCCCC2)CCCCC1	-7.14*
Clc1cccc(Oc2ncc(CN3CCOCC3)s2)c1	-1.35
CS(=O)(=O)N(CC(=O)O)c1cccc(Cl)c1	-0.0403
Cc1ccc(S(=O)(=O)N(CC(=O)N2CCOCC2)C2CCCCC2)cc1	0.365
Cc1ccc([N+](=O)[O-])cc1-c1[nH]c(-c2ccc(O)c(O)c2)nc1-c1ccccc1	-0.934
CCCCc1c(C)nn(-c2nnc3c4ccccc4n(CC)c3n2)c1C	-1.91
Fc1ccc(N2CCN(Cc3cnc(Oc4ccc(Br)cc4)s3)CC2)cc1	-0.706
CCOC(=O)C1C(=O)NCC1c1ccccc1 (configuration not stated)	0.378
Cc1cc(=O)c2cccc(Br)c2[nH]1	0.589
CC(=O)c1cc(C#N)c(Oc2ccc(F)cc2)nc1C	-0.0295
Cc1ccc(Nc2cc(-n3cccn3)ncn2)c(C)c1	-0.807
CC(C)C(NS(=O)(=O)c1ccc2c3c(cccc13)C(=O)N2)C(=O)O (configuration not stated)	-0.104
COc1ccc(O)c(C(=O)/C=C/c2cc3ccccc3o2)c1	-0.0316
CCCCC1CC(/C(C)=N/NC(N)=O)OC1=O (configuration not stated)	0.231
COc1ccc(C(=O)OC(COc2ccccc2)Cn2ccnc2)cc1 (configuration not stated)	-1.55
CC1(C)Nc2ccccc2N(CCC(=O)N2CCOCC2)C1=O	-0.302
O=C(OCc1ccccc1Cl)c1cccnc1Cl	-1.1
CC(C)CC(C(=O)NCC1CCCO1)N(C(=O)Cn1nnc(-c2ccc(F)cc2)n1)c1cccc(C(F)(F)F)c1 (configuration not stated)	-5.04
COC(=O)c1ccc(C(=O)OC)c(NC(=O)CSCc2ccc(Br)cc2)c1	-1.87
CCCCOc1ccc(OCCCN2CCOCC2)cc1	0.447
CCC(C)(C)C(=O)Nc1ccc(C(N)=O)cc1	-0.712
CC(C)C(=O)Nc1cccc(C(=O)Nc2nnc(C(C)C)s2)c1	0.0726
O=C(Nc1ccc(Cl)cn1)c1cccnc1	-0.00554
COC(=O)c1ccccc1OCc1cccc(C)n1	0.537
CCOc1ccc(C(=O)N[C@H](C(=O)O)C(C)C)cc1	0.618
O=C(c1cccs1)N1CCN(Cc2cccnc2)CC1	0.832
Cc1noc(NS(=O)(=O)c2ccc(N)cc2)c1C	0.17
O=C([C@@H]1CC=C[C@@H]2CCN(C3CC3)C(=O)[C@@H]21)N1CCN(c2ccccc2)CC1	2.23

Further structures follow.
Structure	Cav3 T inh
O=C(CCCN1C(=O)c2ccccc2C1=O)Nc1ccccn1	-3.05
Cc1cccc(N2CCN(CC(=O)Nc3ccc(-n4cnnn4)cc3)CC2)c1C	1.03
Cc1nn(C(=O)c2ccccc2)c2c1C(=O)CC(C)(C)C2	0.00249
CCC(C)[C@H](Nc1nc(-c2ccccc2)nc2c1oc1ccccc12)C(=O)O (some centres not stated)	0.0244
Cc1ccc(S(=O)(=O)Nc2cccc(C(=O)Nc3cc(C)ccn3)c2)cc1	-0.506
CN(C)c1oc(-c2ccccc2F)nc1C#N	-0.296
Cc1ccc(NC2=C([N+](=O)[O-])CS(=O)(=O)C2)cc1	1.56
N#Cc1cnn(CC2CCCCC2)c1N	0.0133
COc1ccc(CN2CCN(S(=O)(=O)c3ccc(F)cc3)CC2)cc1OC	-0.153
CCOC(=O)C1C(=O)CC(C)(O)C(C(=O)OCC)C1c1ccc(Br)o1 (configuration not stated)	1.24
COC(=O)c1ccc(CSc2ncnc3c2nnn3-c2ccc(F)cc2)o1	1.16
Cc1nnc(SCC(N)=O)n1CC1CCCO1 (configuration not stated)	1.33
CCCCCCn1c(CN2CCN(C(=O)c3ccco3)CC2)nc2c1c(=O)n(C)c(=O)n2C	1.57
O=C(Cn1cnc2c(cnn2-c2ccc(F)cc2)c1=O)NCc1ccco1	-0.715
Cc1ccc(-c2csc(NC(=O)c3ccno3)n2)cc1	-1.13
Cn1cc(SCC(=O)NCc2ccc3c(c2)OCO3)c2ccccc21	-2.56
O=C(Nc1ccccc1N1CCOCC1)C1Cc2ccccc2CN1C(=O)c1ccco1 (configuration not stated)	-0.224
O=C1C=C(c2ccccc2)C(=O)N1Nc1ccccc1	0.153
O=C(CCCN1C(=O)/C(=C/c2cccc(Br)c2)SC1=S)Nc1ccccn1	-3.89
O=C(NCCCN1CCN(c2ccccc2F)CC1)C1CCN(S(=O)(=O)N2CCOCC2)CC1	1.28
CC(C)Cc1nc2oc3c(=O)[nH]cnc3c2c2c1CCC2	0.754
CC(C)Cn1c(NCCN(C)C)nc2c1c(=O)[nH]c(=O)n2C	-0.429
CCC(c1nnc(SCC(=O)Nc2nnc(-c3ccccc3)o2)o1)N(C)C (configuration not stated)	0.959
COc1ccccc1/C=N/Nc1nccnc1Cl	-0.0112
CCc1n[nH]c2c1/C(=N\O)CC(c1ccccc1)C2 (configuration not stated)	-0.00754
O=C(NC1CCCc2ccccc21)c1ccc(Cl)nc1 (configuration not stated)	-0.072
CC1CC2(CC(C)(C(=O)CSc3nc4ccccc4s3)OC2=O)C(=O)O1 (configuration not stated)	0.182
O=C(O)CCC(=O)NCC1OCCc2ccccc21 (configuration not stated)	1.1
O=C(Nc1ccccc1)C1=C[C@@H](c2ccc(Br)cc2)C[C@@H](OCCCCO)O1	-1.66
CC(=O)Nc1cccc(C(=O)OCc2ccc(C(=O)Oc3ccc(Cl)cc3)cc2)c1	0.344
Cc1ccc(NC(=O)CSc2nnc(-c3cccnc3)n2-c2ccc(C)cc2)cc1	-0.0811
CC(O)(C#CCN1CCOCC1)c1ccccc1 (configuration not stated)	1.39
CCCCCCOc1ccc(C(CC(=O)O)C(N)=O)cc1 (configuration not stated)	0.458
CN(Cc1ccccc1)Cc1nc2c(c(=O)n(C)c(=O)n2C)n1Cc1ccc(F)cc1	-4.33*
COc1cccc(C(=O)N2CCN(c3ncccn3)CC2)c1	0.199
CC(/C=N/NC(=O)c1cc(-c2ccc(Cl)cc2)nc2ccccc12)=C\c1ccco1	-2.46
Cc1ccc(S(=O)(=O)N[C@@H](C)C(=O)N2CCC(C(=O)N3CCC[C@H]3C(=O)O)CC2)cc1	0.464
O=C(Nc1ccccc1)N(CCCN1CCOCC1)Cc1cc2cc3c(cc2[nH]c1=O)OCCO3	0.254
O=C1CN(Cc2ccccc2)C(=NCc2ccco2)S1	-0.273
COc1ccc(COn2c(=O)c(C)[n+]([O-])c3ccccc32)cc1OC	0.848
CCO[C@H]1OC(C(=O)Nc2ccccc2)=C[C@@H](c2ccc(Br)cc2)[C@@H]1CCCO	-1.93
COc1cccc(CNc2ccc3c(c2)ncn3C(C)C)c1OC	-0.0547
O=C(NC1CC1)c1ccc(F)cc1Cl	-0.213
Cc1ccc(NC(=O)C(Cc2ccccc2)NC(=O)c2ccco2)cc1 (configuration not stated)	0.2
Cc1nn(-c2ccccc2)c2[nH]c(C(F)(F)F)cc(=O)c12	-2.08
Cc1nc2cc(Cl)ccc2n1-c1ccccc1	-3.1
O=C(O)c1oc2ccccc2c1-n1cccc1	-0.0494
Nc1nc(SCc2ccccc2Cl)nc2nc3c(cc12)CCCC3	0.237
CCOC(=O)C1=C(C)C(c2ccc(OC)cc2)NC(=S)N1 (configuration not stated)	-0.11
Cc1ccc(S(=O)(=O)/N=S(\C)CC2CC2(Cl)Cl)cc1 (configuration not stated)	0.351
O=C(NOC(=O)c1cc(Br)ccc1Cl)c1cccs1	-0.115
Cc1c(C(=O)N2CCc3ccccc3C2)sc2nc(-c3ccccc3)cn12	-1.3
COc1ccc(C2Nc3ccccc3C(=O)N2c2ccccc2)cc1COc1ccccn1 (configuration not stated)	0.181
O=C(Nc1cc(Cl)ccc1Cl)c1ccc(OC(=O)c2ccco2)cc1	-0.208
Oc1ccccc1CN1CCCN(Cc2ccccc2O)C1	0.00227
CCOC(=O)C1CCCN(c2c(N3CCN(c4ccccn4)CC3)c(=O)c2=O)C1 (configuration not stated)	0.686
O=C(NCc1ccc(C(F)(F)F)cc1)c1ccc2c(c1)S(=O)(=O)c1ccccc1C2=O	0.445
C=CCNc1ncnc2c1[nH]c1ccc(C)cc12	1.11
Cc1ccc(NC(=O)c2cn(-c3cccc(C)n3)cn2)cc1	0.32
CCCc1nnc2n1N=C(c1ccc(-c3cc(Cl)ccc3Cl)o1)CS2	0.0272

Later entries:
Structure	Cav3 T inh
COc1ccc(-n2c(COc3ccccc3)nnc2SCC(N)=O)cc1	0.524
CCCCN(CC)c1nc(N)c(C#N)c(CC#N)c1C#N	-0.66
Cc1ccc(S(=O)(=O)Cn2nnnc2CN2CCCC3(CCCCC3)C2)cc1	-0.793
CCN1CCN(c2cc(=O)n(-c3cc(Cl)ccc3C)c(=O)[nH]2)CC1	-0.217
COC(=O)C1=C(C(=O)OC)[C@@H]2N(C)c3ccc(OC)cc3[C@@]23C[C@@H](C(=O)OC)N(S(=O)(=O)c2ccc(OC)cc2)C3=N1	-0.643
CC(=O)c1c(C)[nH]c(C(=O)NCCC2=CCCCC2)c1C	0.496
COC(=O)C(C(=O)Nc1ccc(OC)cc1)C1CCCCCC1 (configuration not stated)	-0.663
c1ccc(OCc2nn3c(-c4ccncc4)nnc3s2)cc1	0.689
O=C(CCNC(=O)c1ccc(Br)o1)NCc1ccccc1Cl	0.0611
O=C(Nc1cccnc1)c1cccc(NC(=O)c2ccco2)c1	0.27
CCn1c(=O)c(C(=O)CN2CCCc3ccccc32)c(N)n(Cc2ccccc2)c1=O	-6.14*

Source: PubChem (Vanderbilt High Throughput Screening Facility)
